Assay outcomes deposited in PubChem BioAssay by National Center for Advancing Translational Sciences (NCATS).
Pf growth 48h: Primary qHTS for delayed death inhibitors of the malarial parasite plastid, 48 hour incubation | hit rate 5.9% among 310,000 | AID 504832, 2011 | Potency, µM (highest dose often 28.7 µM), for the others: at the highest dose activity change, negative = inhibition, actives largely listed as inhibitors | P. falciparum luciferase growth in erythrocytes, 48 h; further: potency means the concentration at half of the fitted maximal effect; on the % scale 0 is the no-effect control and ±100 the full control effect
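Parasite viability was followed by luminescence of a genomically integrated firefly luciferase. Cultures held 0.1% parasitemia at 2% hematocrit (final), incubated under 5% CO2 at 37 C.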
FBPA Giardia inh: qHTS Assay for Inhibitors of Fructose-1,6-bisphosphate Aldolase from Giardia Lamblia | A8B2U2 | purified Giardia FBPA | Potency, µM (titrated, usually from 59.6 µM), for the others: at the top dose activity, negative = inhibition, most hits filed as inhibitors | hit rate 0.71% among 290,000; further: potency means the concentration at half of the fitted maximal effect; on the % scale 0 is the no-effect control and ±100 the full control effect; nearly all actives have a fitted effect of over 55% in size
Target sequence (A8B2U2 whole entry, looked up): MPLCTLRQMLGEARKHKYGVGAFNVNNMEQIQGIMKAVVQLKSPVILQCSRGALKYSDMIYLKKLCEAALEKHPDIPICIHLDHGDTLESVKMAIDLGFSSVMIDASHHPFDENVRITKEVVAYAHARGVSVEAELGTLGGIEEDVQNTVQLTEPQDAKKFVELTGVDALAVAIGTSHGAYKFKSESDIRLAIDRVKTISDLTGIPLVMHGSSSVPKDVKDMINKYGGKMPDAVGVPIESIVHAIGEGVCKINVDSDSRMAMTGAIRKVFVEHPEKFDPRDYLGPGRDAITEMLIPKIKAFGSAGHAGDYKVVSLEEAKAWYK
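40 nM FBPA preincubated 10 min at RT with compound (up to 57.5 uM final), then substrate plus GAPDH/TPI/NAD/arsenate coupling and diaphorase/resazurin added. Fluorescence read after 20 min at RT, 525/598 nm.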
Cycloheximide cs: Cycloheximide Counterscreen for Small Molecule Inhibitors of Shiga Toxin; cell reporter, cycloheximide protein synthesis inhibition counterscreen; max response, %; hit rate 12% among 300,000; in the data active means max response mostly above about 13%, no sharp cut-off; inactive means mostly below about 14%; further: read at 38.3 µM for the half of the compounds with a filed dose; 0% is about no effect
Pf growth 96h: Primary qHTS for delayed death inhibitors of the malarial parasite plastid, 96 hour incubation; P. falciparum luciferase reporter growth, 96 h; Potency, µM (doses to about 28.7 µM), for the others: top-dose activity change, negative = inhibition, most hits filed as inhibitors; hit rate 6.9% among 320,000; further: potency means the concentration at half of the fitted maximal effect; on the % scale 0 is the no-effect control and ±100 the full control effect
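Two parasite generations (96 h, 37 C, 5% CO2) of compound exposure in infected erythrocytes (0.05% parasitemia, 2% hematocrit). Luciferase-reporter P. falciparum; decreased luminescence indicates inhibited growth, aimed at apicoplast-acting delayed death.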
Sm TGR inh: qHTS Assay for the Inhibitors of Schistosoma Mansoni Peroxiredoxins | Schistosoma mansoni thioredoxin glutathione reductase (TGR), Q962Y6 | purified TGR, DTNB reduction, TNB absorbance 405 nm | Potency, µM (doses to about 114 µM), for inactives: top-dose activity change, negative = inhibition, actives largely listed as inhibitors | hit rate 3% among 360,000 | AID 485364, 2010; further: potency means the concentration at half of the fitted maximal effect; on the % scale 0 is the no-effect control and ±100 the full control effect; nearly all actives have a fitted effect of over 60% in size
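Kinetic colorimetric format: TGR-catalysed, NADPH-driven DTNB reduction monitored via TNB absorbance. Enzyme dispensed at 20 nM; compound exposure 15 min at room temperature before reaction start.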
Shiga inhibitor: A qHTS for Small Molecule Inhibitors of Shiga Toxin; Vero cells, Shiga toxin protein synthesis inhibition reporter; inhibition, % at 38.7 µM; hit rate 9.2% among 290,000; AID 2315, 2010; in the data active means inhibition mostly above about 28%, no sharp cut-off; inactive means mostly below about 43%; further: 0% is about no effect
An asterisk follows results filed as active; ? = inconclusive; / = not tested or not shown; & = joins results of further samples; [ ] = remark or other dose. Unless noted, the call rests on the fitted dose curve; in most records, active means well fitted curve in the direction sought with a large enough effect; inconclusive means small, poorly fitted or top-dose-only effect, or another doubt; inactive means no such curve, though single readings can be large; an effect the other way counts as inactive or inconclusive.

Results follow in this order: FBPA Giardia inh, Shiga inhibitor, Pf growth 96h, Sm TGR inh, Pf growth 48h, Cycloheximide cs
Cc1ccc(C(=O)NC(=S)NCC2CCCO2)cc1 (stereo not drawn)
 : 1%, 102, ?, -31%, 101%[activator], 65*
CCOC(=O)c1c(C)n(CC(O)CN(C)C)c2cc(Br)c(OC)cc12 (stereo not drawn)
 : -6%, -24, ?, 0%, ?, -1
O=C(CNC(=O)Cc1cccc2ccccc12)NCc1ccc(F)cc1
 : 10%, -11, 0%, 6%, -17%, -6
NCC(=O)N1CCC(C(=O)N[C@@H](Cc2c[nH]c3ccccc23)C(=O)O)CC1
 : -17%, -8, 29%, -2%, 30%, -1
O=C(COC(=O)/C=C/c1cccc(Cl)c1)NC1CCCC1
 : /, /, -21%, -3%, 13%, /
Cc1ccn2c(=O)c(NC(=O)COc3ccccc3)c(C)nc2c1
 : /, /, -2%, -4%, -10%, /
Cc1cc(C(=O)N/N=C/c2ccc(-c3ccc([N+](=O)[O-])cc3C)o2)n[nH]1
 : 13%, -8, ?, ?, -12%, -4
O=c1cnnc(N/N=C/C2CC=CCC2)[nH]1 (stereo not drawn)
 : 20µM*, -14, -23%, 1%, 32%[activator], -4
CC(C)C1C(=O)O[C@@H]2CCN3CC=C(COC(=O)[C@](C)(O)[C@]1(C)O)[C@H]23 (stereo partly drawn)
 : 3%, 9, /, /, /, -3
Cc1csc(NC(=O)CSc2ccc([N+](=O)[O-])cn2)n1
 : -20%, 24, 12µM*, -28%, -33%, 10
CCCn1c(SCC(=O)Nc2nc3ccccc3s2)nc2c1c(=O)n(C)c(=O)n2C
 : -3%, 33, /, 0%, 15%, -3
Cc1cccc(C(=O)OCC(=O)NCCCc2ccccc2)c1
 : 5%, 22, 11%, 3%, -2%, 4
CC(=O)OCC1(C)CN(c2ccccc2)N(C(=O)c2ccc(C(C)(C)C)cc2)C1=O (stereo not drawn)
 : -7%, 1, ?, ?, -7%, 8
Cc1cc(C)cc(NC(=O)CCNC(=O)c2ccc([N+](=O)[O-])cc2)c1
 : 3%, -8, 14%, 9%, 13%[0.00184 µM], -6
COC(=O)c1[nH]c2ccccc2c1NC(=O)CN1CCN(C(=O)c2ccco2)CC1
 : -1%, -10, ?, 0%, ?, -4
CN1CCN(C(=O)CCCN2C(=O)/C(=C/c3ccc(Cl)cc3)SC2=S)CC1
 : /, /, 10µM*, -4%, ?, /
CCOC(=O)c1c([N+](=O)[O-])c(C)[nH]c(=O)c1C#N
 : 5%, 22, -9%, 1%, 73%[activator], 2
COc1ccc(CCNC(=O)C2CCN(S(=O)(=O)c3ccc(SC)cc3)CC2)cc1
 : 4%, -7, 0%, -26%, -21%, -2
Cc1cccc(NC(=O)CCN2C(=O)c3cccc([N+](=O)[O-])c3C2=O)c1
 : -1%, -7, ?, 0%, 2%, -3
OCCC1CN(C2CCSCC2)CCN1C1CCCC1 (stereo not drawn)
 : 2%, -7, -12%, -1%, -4%, 1
O=C(NC1CCCCC1)N1CCN(Cc2ccco2)CC1
 : -3%, 22, ?, -19%, 1%, 3
CNC(=O)N1c2ccccc2NC(=O)CC1C (stereo not drawn)
 : 0%, 16, 39%[activator], 1%, -14%, 9
O=C(Cn1c(=O)oc2ccccc21)N1CCN(S(=O)(=O)c2ccccc2)CC1
 : /, /, -18%, 2%, -2%, /
CC(=O)c1c(C)cc(C)c(CSc2ccccn2)c1C
 : 6%, 18, ?, 5%, -22%, 5
O=C(CCSc1nnc(-c2ccncc2)o1)Nc1cccc(Cl)c1
 : 1%, 66, 44%[activator], 0%, 1%, -2
COc1ccc(OCC(=O)Nc2ccc3c(c2)nc(CCN2CCCC2)n3C)cc1
 : ?, 1, ?, -1%, ?, -3
N#Cc1ccc(C(=O)OCC(=O)N2CCCCCC2)cc1
 : /, /, 1%, 2%, 2%, /
O=C(CN1C(=O)CCSc2ccccc21)Nc1ccccc1
 : 2%, 14, -11%, 2%, -5%, -1
N#Cc1nc(COc2ccc(Cl)cc2)oc1N1CCN(Cc2ccccc2)CC1
 : -15%, -13, 31%[activator], 0%, 13%, 10
CC(=O)Nc1cccc(C(=O)OCC(=O)NCc2cc(C)c(O)c(C)c2)c1
 : /, /, 97%[activator], -4%, 45%[activator], /
COc1ccc(NC(=O)CNC(=O)c2ccco2)cc1
 : 2%, 73*, ?, 9%, 41%[activator], 51*
CC(=O)c1cccc(NC(=O)CC2SC(N3CCCCC3)=NC2=O)c1 (stereo not drawn)
 : 1%, -4, ?, 0%, -3%, -2
COC(=O)[C@@]12CCCCN1[C@H](c1ccc(-c3ccc(C(C)=O)cc3)cc1)[C@@H]1C(=O)N(C)C(=O)[C@@H]12
 : /, /, ?, ?, ?, /
COc1cccc(CN2CC(C(=O)NC3CCC(O)CC3)CCC2=O)c1 (stereo not drawn)
 : 7%, -6, 36%[activator], -1%, -6%, -2
O=C1CC[C@@H](O)CCN1CC[C@H](Sc1ccc(Br)cc1)c1ccccc1
 : /, /, -8%, -10%, 7%, /
COc1ccc(/C=N/N2CCN(C3c4ccccc4-c4ccccc43)CC2)cc1OC
 : -6%, 43, -25%, -2%, -26%, 5
CS(=O)(=O)N1CCN(c2ccccc2NC(=O)Cc2ccccc2)CC1
 : 4%, 35, -12%, 7%, -8%, 10
CNC[C@H](Cc1ccccc1)NC[C@@H](Cc1cccc2ccccc12)NCCc1ccc(C)cc1
 : 16%, -16, 2.9µM*, -2%, 2.6µM*, -8
N#C/C(=C\c1ccc(OCc2ccccc2)cc1)C(=O)Nc1nc2c(s1)CCN(Cc1ccccc1)C2
 : 6%, 4, ?, -7%, 8.3µM*, 20*
O=C(CSC1=Nc2ccccc2C2=NC(c3ccccc3)C(=O)N12)NC1CCCCC1 (stereo not drawn)
 : 1%, -5, ?, -35%, /, -2
CCCS(=O)(=O)N1CCC(C(=O)NCCc2ccc(C)cc2)CC1
 : 8%, -3, 0%, 1%, -12%, 2
O=C(Cc1ccc(Br)cc1)NCc1ccccc1
 : 14%, 22, ?, -3%, 41%[activator], 19*
COc1cccc(C(c2sc3nc(C)nn3c2O)N2CCC3(CC2)OCCO3)c1 (stereo not drawn)
 : 1%, -6, 96%[activator], -1%, -1%, -6
CCOc1ccc(NC(=O)CSc2nnc(CNC(=O)c3cccs3)o2)cc1
 : /, -1, ?, 0%, -22%, 11
O=S(=O)(c1ccc2c(c1)nc1n2CCC1)N1CCOCC1
 : 2%, 11, -16%, -3%, -15%, -6
Nc1nc(SCC(=O)N2CCOCC2)[nH]c(=O)c1-c1ccccc1
 : 4%, -11, 17%, -20%, -5%, 1
Cn1ccc(NC(=O)CCl)n1
 : -6%, 23, -22%, 14µM*, ?, 29*
COc1cc2c(c(OC)c1OC)-c1ccc(O)c(=O)cc1C(NC(C)=O)CC2 (stereo not drawn)
 : -6%&-6%, -9, 4%, -3%, 10%, -7
Cn1c(=O)c2c(ncn2Cc2ccccc2)n(C)c1=O
 : 5%, -9, ?, 8%, -11%, -2
Cc1sc2ncnc(N[C@@H](Cc3c[nH]c4ccccc34)C(=O)O)c2c1C
 : 23%, 3, 0%, 6%, 13%, -2
CCOc1ccc(-n2c(O)c(N=Nc3ccc([N+](=O)[O-])cc3)c(=O)[nH]c2=O)cc1
 : 1%, -8, 17%, ?, 10%, 1
C=CCNC(=O)CC1Nc2c3ccccc3nc(=S)n2C1=O (stereo not drawn)
 : ?, 13, 12%, -8%, 1%, -1
CCN(CC)C(=O)Cn1cc(C(=O)C(=O)NCc2ccco2)c2ccccc21
 : -4%, 33, 13%, 40µM*, ?, 4
COC(=O)C(Cc1ccccc1)NC(=O)c1cccc(S(=O)(=O)N(C)C)c1 (stereo not drawn)
 : 4%, 24, 12%, 16%, 28%, 18
Cc1cc(C)cc(NS(=O)(=O)Cc2ccccc2)c1
 : 1%, 41, ?, 5%, 12%, 3
Cc1ccccc1NC(=O)NCCCN1CCN(c2ccccc2)CC1
 : 6%, -15, 2.3µM*, -1%, /, 1
COc1ccc(NC(=O)Cn2c(=O)n(CC(=O)NCc3ccco3)c(=O)c3ccccc32)cc1OC
 : 6%, 19, 36%[activator], 3%, ?, -1
COc1ccc(OCC(=O)Nc2nonc2NC(=O)COc2ccc(OC)cc2)cc1
 : 1%, 10, 9.3µM*, 11%, 58%[activator], 10
CCCC(C)c1nnc(NC(=O)CS(=O)(=O)Cc2ccccc2)s1 (stereo not drawn)
 : /, -7, ?, -10%, ?, -3
Cc1ccc(C(=O)Nc2nnc(-c3ccc(C(C)(C)C)cc3)s2)cc1
 : 1%, 36*, 116%[activator], 3%, 46%[activator], 25

Three entries drawn at random from those above, as already listed:
Results follow in this order: FBPA Giardia inh, Shiga inhibitor, Pf growth 96h, Sm TGR inh, Pf growth 48h, Cycloheximide cs
Cc1cc(C(=O)N/N=C/c2ccc(-c3ccc([N+](=O)[O-])cc3C)o2)n[nH]1
 : 13%, -8, ?, ?, -12%, -4
CC(=O)OCC1(C)CN(c2ccccc2)N(C(=O)c2ccc(C(C)(C)C)cc2)C1=O (stereo not drawn)
 : -7%, 1, ?, ?, -7%, 8
Cc1ccccc1NC(=O)NCCCN1CCN(c2ccccc2)CC1
 : 6%, -15, 2.3µM*, -1%, /, 1

(listing goes on)
Results follow in this order: FBPA Giardia inh, Shiga inhibitor, Pf growth 96h, Sm TGR inh, Pf growth 48h, Cycloheximide cs
CCN(c1cccc(C)c1)S(=O)(=O)c1cc2c3c(c1)CCC(=O)N3CCC2
 : /, /, ?, -1%, ?, /
CCOC(=O)C1(Cc2ccccc2C)CCCN(C(=O)c2ccnn2C)C1 (stereo not drawn)
 : 0%, 9, ?, 6%, -31%, 9
COc1ccc(-c2cc(C(=O)N3CCN(c4ccccc4F)CC3)c3ccccc3n2)c(OC)c1
 : -4%, -6, -12%, -13%, ?, 5
COC(=O)c1sc(=S)sc1C(=O)OC
 : -6%, -7, ?, -23%, -8%, -3
Cc1occc1-c1nnc(SCC(=O)NCC2CCCO2)n1C (stereo not drawn)
 : 0%, -12, 2.3µM*, ?, 14%, 0
CCCc1nc(N2CCN(C)CC2)c2sc(=S)n(-c3ccccc3)c2n1
 : 5%, 18, ?, 0%, -8%, -4
O=C1CCC(=O)N1CCCCCc1nc(-c2ccccc2)no1
 : 0%, 64, /, 2%, 92%[activator], 41*
O=C(COC(=O)CCc1ccc(S(=O)(=O)N2CCOCC2)cc1)NCc1ccc(Cl)cc1
 : 0%, 17, 16%, 10%, 16%, -2
Cc1nn(CC(=O)Nc2ccc(S(N)(=O)=O)cc2)c(=O)c2ccccc12
 : -12%, 3, 0%, -11%, 2%[0.00184 µM], -6
CN(C(=O)c1ccccc1C(=O)OCC(=O)Nc1ccccc1)c1ccccc1
 : /, /, ?, -22%, ?, /
CCCn1c(=O)c(C(=O)Nc2c(C)n(C)n(-c3ccccc3)c2=O)c(O)c2ccccc21
 : 4%, -3, 6%, -12%, -6%, 2
Cc1cccc(C)c1-n1nnnc1C1(Nc2ccccc2)CCCCC1
 : 7%, 3, ?, -1%, /, -3
COc1cccc(C(=O)COC(=O)COc2c(C)cc(C)cc2C)c1
 : /, /, ?, 0%, -14%, /
Cc1ccc(Cl)cc1NC(=S)N(CCN(C)C)Cc1cccs1
 : 4%, -5, 42%[activator], -1%, -18%, -4
C=CCn1c(SCC(=O)c2c(N)n(C)c(=O)n(C)c2=O)nnc1-c1ccncc1
 : 0%, -6, ?, 19%, ?, 1
CC1CCCC(NC(=S)NC(=O)c2cncc(Br)c2)C1C (stereo not drawn)
 : 4%, 18, 23%, 1%, 13µM*, -2
COCCn1c(-c2cccc(Br)c2)nc2c(c(=O)c3ccccc3n2C)c1=O
 : 5%, -6, ?, -15%, ?, -1
